Assay outcomes: PubChem, several laboratories
HIF-2a inh – HIF-2a reporter inhibitors, primary screen, luminescence, 786-0 RCC cells; 786-0 RCC cells HIF-2a reporter, luciferase luminescence, overnight; inhibition, % at 18.8 µM; 0.72% of 360,000 active;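 active = inhibition of the luminescence signal of 40% or more relative to plate controls, in a single-dose primary screen at 18.75 µM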
MITF TRPM1 inh – inhibitors of MITF-dependent TRPM1 promoter reporter, primary screen, cell-based, SK-MEL-5, single point, luciferase; inhibition, % at 12.5 µM; AID 488899, 2010; 0.83% of 330,000 active; SK-MEL-5 TRPM1 promoter luciferase, 24 h;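 active = mean inhibition across replicates of 60% or more, whatever share of single replicates reaches that level; inconclusive = some that reach 60%, reason not given; inactive = mean inhibition across replicates below 60%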; note: values of inactives mirror those of a sister screen read the other way
Peg3 prom inh – Peg3 promoter-driven luciferase inhibitors, primary screen, cell-based, HeLa, luciferase luminescence | inhibition, % at 20 µM | HeLa PEG-Prom luciferase reporter, overnight | 1.7% of 360,000 active;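 active = inhibition of at least 50% at 20 µM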
Shn3 3UTR inh – reduction of Shn3 3'UTR firefly luciferase signal, primary screen, Schnurri-3 inhibitor project, cell-based, Clone20 osteoblasts, set 2. Clone20 osteoblast Shn3 3'UTR firefly luciferase, 24 h. inhibition, % at 12.5 µM. 0.52% of 360,000 active. AID 588674, 2011;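 active = mean inhibition of at least 75% with every replicate also reaching 75%; inconclusive = mean inhibition at least 75% but some replicate below; inactive = mean inhibition below 75%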;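 note: 0% = median of neutral control wells and 100% = pilot-screen positive control compound; some compounds past the cut are filed as inactive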
TWEAK-Fn14 inh – inhibitors of TWEAK-Fn14 signaling, primary screen, luciferase reporter cells, uHTS; AID 1159606, 2016; 2% of 360,000 active; TWEAK-stimulated Fn14 reporter cells, luciferase luminescence, 8 h; inhibition, % at 10 µM; in the data active = inhibition above about 50%
CF NFkB inh – inhibitors of PAF-induced NF-kB signaling, primary screen, cell-based, GFP fluorescence, uHTS; AID 588850, 2011; KKLEB NF-kB-GFP reporter, GFP fluorescence overnight; inhibition, % at 5 µM; 0.86% of 360,000 active;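 active = at least 50% inhibition at 5 µM, scaled per plate between neutral and stimulator controls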;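 note: PAF is a Pseudomonas aeruginosa culture filtrate used as stimulus; plate controls were PAF-stimulated DMSO wells for no effect and unstimulated DMSO wells for full effect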
NR2E3 ag-1 – NR2E3 agonists in two-hybrid cells, primary screen, cell-based, luminescence, CHO-S, Gal4-NCOR/VP16-NR2E3. Photoreceptor-specific nuclear receptor (Homo sapiens), Q9Y5X4. luciferase. inhibition of corepressor binding, % at 3.98 µM. 0.35% of 360,000 active. AID 602229, 2012;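 active = inhibition above the mean of all tested compounds plus 3 SD, cut at about 70% in these data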;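 note: 0% = DMSO with NR2E3 transfected cells and 100% = cells lacking NR2E3 construct; higher means lower luciferase signal from less NR2E3 corepressor binding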
Target sequence (Q9Y5X4 whole entry, looked up, the tested form may be a part): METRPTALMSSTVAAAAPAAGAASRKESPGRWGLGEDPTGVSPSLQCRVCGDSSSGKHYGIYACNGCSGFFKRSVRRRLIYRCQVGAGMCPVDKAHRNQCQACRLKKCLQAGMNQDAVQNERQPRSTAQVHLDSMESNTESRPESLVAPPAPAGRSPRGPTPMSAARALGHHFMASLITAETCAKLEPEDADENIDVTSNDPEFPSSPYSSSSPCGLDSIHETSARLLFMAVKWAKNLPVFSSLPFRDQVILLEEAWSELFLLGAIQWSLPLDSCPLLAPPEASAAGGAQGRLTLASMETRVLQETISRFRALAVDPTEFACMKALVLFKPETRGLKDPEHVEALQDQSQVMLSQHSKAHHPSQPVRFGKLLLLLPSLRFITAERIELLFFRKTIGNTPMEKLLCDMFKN
TROY signal inh – inhibitors of TROY-driven NF-kB signaling, primary screen, Q293 LMP1-TROYcd cells, NF-kB luciferase, uHTS; AID 1347056, 2019; inhibition, % at 10 µM; Q293 LMP1-TROYcd NF-kB luciferase reporter, 4 h; 0.98% of 360,000 active;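 active = compounds whose plate-normalised and pattern-corrected inhibition of the luciferase reporter signal at the single screening dose is 50% or more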
KKLEB tox – cytotoxicity in KKLEB CF airway cells, primary screen, cytotoxicity control for CF NF-kB inhibitor project, cell-based, uHTS, fluorescence assay plates. KKLEB CF airway cells viability, ATPlite luminescence, overnight; hits give low values; cells stimulated with P. aeruginosa culture filtrate. activity change (cytotoxicity), % at 5 µM. 0.36% of 360,000 active. AID 602141, 2011;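 active = corrected activity change at or below -50% at 5 µM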
NR2E3 ag-2 – inhibitors of NR2E3-RetCOR corepressor binding, primary screen, NR2E3 agonist project, biochemical, TR-FRET, GST-NR2E3, biotin-RetCOR. 1536-well. inhibition of corepressor binding, % at 4.78 µM. 0.12% of 320,000 active. AID 2300, 2010;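 active = percent inhibition above the cutoff of mean plus 3 SD of all tested compounds, set per screening campaign, cut at about 20% in these data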;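 note: 0% = DMSO wells and 100% = biotin wells as full block of FRET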
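Format: 1536-well format; test system: GST-NR2E3 and biotin-RetCOR proteins; read-out basis: percent inhibition of TR-FRET ratio; timing: 5 h incubation at 4 °C; detection: time-resolved FRET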
TRAIL sens C8 – viability loss with TRAIL in NB7+C8 cells, primary screen, TRAIL sensitizer project, cell-based, ATPlite luminescence; AID 624354, 2012; 1% of 360,000 active; inhibition (viability loss, TRAIL sensitization), % at 10 µM;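 active = compounds causing at least 50% loss of cell viability in the single-dose screen, relative to plate controls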
An asterisk follows results filed as active; ? = inconclusive; . = not tested or not shown.

SMILES	HIF-2a inh	MITF TRPM1 inh	Peg3 prom inh	Shn3 3UTR inh	TWEAK-Fn14 inh	CF NFkB inh	NR2E3 ag-1	TROY signal inh	KKLEB tox	NR2E3 ag-2	TRAIL sens C8
COc1ccc(N2CCN(c3ncnc4scc(-c5ccccc5)c34)CC2)cc1	10	14	26	47	46	25	28	42	8	1	-23
CCc1nc(SCC(=O)Nc2cc(OC)ccc2OC)c2c(C)c(C)sc2n1	17	3	-6	46	-22	12	-31	3	-17	-5	16
CCc1nc(NCCN)c(C#N)c2c1CSC(C)(C)C2	17	4	-5	4	7	8	8	9	-17	-4	-4
Cc1c(N(C)C(=O)C2CCCN2S(=O)(=O)c2ccccc2)c(=O)n(-c2ccccc2)n1C (stereo not given)	5	-12	15	-6	-1	19	6	12	4	1	-5
COC(=O)/C=C/c1cccc([C@H]2[C@@H]3C=CC[C@@H](C)[C@@H]3C(=O)N2Cc2ccccc2)c1	5	16	-2	3	9	24	-14	-7	-10	.	19
CCOc1ccc(C(=O)NCCC2=CCCCC2)cc1OCC	-51	-11	-40	-12	-11	2	11	-27	-10	2	-2
CC(NC1CCCC1)C(=O)Nc1ccccc1-c1ccccc1 (stereo not given)	19	14	10	0	-31	7	3	2	-5	4	22
Cc1ccc2cccc(OCC(=O)N3CCc4ccccc43)c2n1	-5	3	-6	-4	16	2	-14	6	7	1	-1
O=C(O)CSc1nnc(-c2cc3ccccc3o2)n1-c1ccccc1	-2	19	0	12	-9	-2	14	-2	0	2	1
COc1ccccc1OCCC(=O)OCC(=O)Nc1ccc2c(c1)OCO2	6	6	8	-4	-19	-6	5	-7	-1	.	11
CC(=O)c1ccc(NC(=O)CN2C(=O)NC3(CCc4ccccc43)C2=O)cc1 (stereo not given)	0	6	2	2	-6	-19	14	2	19	.	-12
Cc1ccc(NC(=O)CCNC(=O)c2ccco2)cc1Cl	-25	-8	-3	-7	15	-20	11	-22	13	6	-8
COc1cccc(CNCCc2c[nH]c3ccccc23)c1OCc1ccccc1	-8	94*	105*	?	13	10	1	20	-14	3	23
CCOC(=O)C(=CNc1ccc(Cl)cn1)C(=O)OCC	-20	11	-10	-8	9	14	9	14	-18	0	-10
COc1ccc(NC(=O)c2cccc(S(=O)(=O)N3CCc4ccccc43)c2)c(OC)c1	10	.	2	-2	-21	-10	-28	13	3	.	-1
Cc1ccc2c(c1)C(O)(CC(=O)c1cccc(-n3cccc3)c1)C(=O)N2 (stereo not given)	-2	-1	-23	0	26	-4	-26	-4	18	4	-6
CCCCn1c(N)c(N(CCOC)C(=O)c2cc(-c3ccc(F)cc3)nc3ccccc23)c(=O)[nH]c1=O	16	15	5	29	-2	-9	22	-13	9	1	13
COc1ccc(C2N=C(c3ccccc3)NC(c3ccccc3)=N2)cc1	-16	5	7	4	14	-16	-2	2	-3	4	3
Cc1sc(NC(=O)Cn2nc(C(F)(F)F)cc2C)c(C(=O)OC(C)C)c1C	-7	-7	7	-2	11	16	-14	3	-1	4	-8
CC(=O)N1c2ccccc2N(Cc2ccc(C)cc2C)C(=O)C1(C)C	22	21	24	15	24	26	-18	8	-14	0	23
O=C(c1ccccc1)N1CCN(c2ncnc3c(-c4ccccc4)nsc23)CC1	-281	-36	-241	-28	16	-4	-13	-28	9	-2	8
Cc1cc(=O)[nH]c(SCC(N)=O)c1C#N	9	0	8	9	4	0	-8	-10	-1	1	-3
CC1(C)NC(=O)N(CCOCCSc2ccccc2)C1=O	-16	-15	-10	-18	-25	1	6	8	8	4	0
O=C(NNc1ccc([N+](=O)[O-])cn1)Nc1ccc(N=Nc2ccccc2)cc1	-41	3	2	-9	-12	-75	-13	-42	0	.	14
N#CCC(=O)Nc1ccc(C(=O)OCc2ccccc2Oc2ccccc2)cc1	15	-2	12	14	11	-14	5	14	-12	1	1
CC(=O)N(CCCNC(=O)c1ccccc1)C(=O)c1ccccc1	3	2	15	-4	4	7	0	-10	-14	4	-9
Cn1cc(CCNCc2cn[nH]c2-c2ccc(-c3ccccc3)cc2)cn1	-129	-33	-109	3	-8	11	-4	-31	-8	4	18
CCOc1ccc(-n2c(SCC)nc3c(c2=O)SCC3)cc1	12	11	12	28	4	-4	-5	-21	6	-3	2
CCOCCCNC(=S)N(CCN(C)C)Cc1cc2cc3c(cc2[nH]c1=O)OCCO3	19	3	24	-6	12	20	-13	4	-7	-1	-11
COc1ccc(CCNC(=O)CS(=O)Cc2nc(-c3cccs3)oc2C)cc1OC (stereo not given)	7	9	7	-13	0	-12	-6	7	15	-2	-16
CCOC(=O)Nc1ccc2c(c1)N(C(=O)CN(CC)CC)c1ccccc1C=C2	2	8	-8	8	-20	14	6	1	0	-2	-1
O=C(NCC1CCCO1)c1ccc(NC(=O)c2ccc(Br)cc2)cc1 (stereo not given)	17	.	8	1	-5	7	8	-17	4	2	-3
CN(C(=O)Cc1c[nH]c2ccccc12)C(C(=O)Nc1ccc2c(c1)OCO2)c1ccccc1 (stereo not given)	3	7	13	20	-7	-8	-5	-5	11	2	-9
COc1ccc(Cc2nnc(NC(=O)c3ccccc3[N+](=O)[O-])s2)cc1	17	3	6	46	-28	-9	-4	-8	-5	0	14
COc1cc(-c2nnc(CSc3nnc(N)s3)o2)cc(OC)c1OC	4	4	3	-13	-4	-9	-39	0	4	-2	-4
O=S(=O)(Nc1cccc(S(=O)(=O)N2CCCCC2)c1)c1ccccc1F	5	1	11	30	-1	6	-16	-3	24	.	-8
O=C(COc1ccccc1)Nc1ccc(S(=O)(=O)Nc2ccccn2)cc1	21	-10	5	-7	-4	30	-15	-2	-5	3	2
O=C(CCc1ccccc1)N1CCN(c2ccccc2F)CC1	7	-23	-11	6	-10	4	-9	-9	14	2	-9
Cc1cccc(N(C(=O)CNC(=O)c2ccco2)C(C(=O)NC2CCCC2)c2ccncc2)c1 (stereo not given)	-1	14	-13	-9	-9	3	-32	2	9	3	-11
CC(=O)N1CCN(S(=O)(=O)c2cccc(C(=O)NC3CC3)c2)CC1	5	1	10	-7	1	-5	25	-13	-4	2	-6
COCCn1cnc2c1c(=O)n(CC(=O)NN)c(=O)n2Cc1ccccc1	-29	-1	15	3	34	4	-8	-2	5	0	-12
CC(C)CC(=O)Nc1cccc(NC(=O)c2ccccc2Cl)c1	3	-5	-3	-1	-14	20	-22	10	-22	0	-9
COc1ccc(C(C(=O)NC2CCCCC2)N(C(=O)Cc2c[nH]c3ccccc23)c2ccccc2)cc1OC (stereo not given)	24	7	6	-9	2	8	2	18	-11	3	-7
O=C(CSc1cccc2cccc(Cl)c12)NC1=NCCS1	-9	12	-18	6	-55	-5	-14	7	9	-5	1
CC(=O)Nc1cccc(-c2ccnc3c2CC(C)(C(=O)NCc2ccncc2)O3)c1 (stereo not given)	14	.	11	-5	14	-8	1	4	3	.	9

One compound at a time, as listed above. Order of screens: HIF-2a inh	MITF TRPM1 inh	Peg3 prom inh	Shn3 3UTR inh	TWEAK-Fn14 inh	CF NFkB inh	NR2E3 ag-1	TROY signal inh	KKLEB tox	NR2E3 ag-2	TRAIL sens C8
`Cc1ccc2cccc(OCC(=O)N3CCc4ccccc43)c2n1` is listed with -5	3	-6	-4	16	2	-14	6	7	1	-1
`COc1ccc(N2CCN(c3ncnc4scc(-c5ccccc5)c34)CC2)cc1` is listed with 10	14	26	47	46	25	28	42	8	1	-23

(cont.)
SMILES	HIF-2a inh	MITF TRPM1 inh	Peg3 prom inh	Shn3 3UTR inh	TWEAK-Fn14 inh	CF NFkB inh	NR2E3 ag-1	TROY signal inh	KKLEB tox	NR2E3 ag-2	TRAIL sens C8
O=C(Nc1cccc2[nH]c([C@H]3C[C@H](O)[C@@H](CO)O3)nc12)NC(c1ccccc1)c1ccccc1	-8	.	7	8	-2	2	-14	4	-12	.	0
N=c1n(Cc2ccc(Cl)cc2)c2ccccc2n1CC(O)c1ccco1 (stereo not given)	19	8	36	47	21	8	31	17	-12	-1	1
CCCCn1c(OC(=S)N(CC)CC)cc(C)nc1=S	-4	.	1	15	-2	-15	0	4	-2	.	4
Cc1nn(C(C)C(=O)NCCc2cccs2)c(=O)c2nn(-c3ccccc3)c(C)c12 (stereo not given)	3	0	17	5	-4	13	4	8	3	-5	-10
COc1ccc(NC(=O)Cn2nnc(C(=O)NCc3ccc(C)cc3)c2N)cc1OC	6	-10	3	8	-18	-5	-1	-4	5	-3	-12
CN1CCC(N(C)C(=O)CNC(=O)c2ccc(C(C)(C)C)cc2)CC1	0	-10	-15	-5	-1	7	-21	3	-4	3	-3
Cc1ccc(S(=O)(=O)N2CCN(S(=O)(=O)c3ccc(C)cc3)C2c2ccccc2)cc1	16	0	18	19	-3	-5	13	3	3	4	-4
CSc1ccccc1C(=O)NCCSC(C)(C)C	-25	-1	-2	-9	13	7	-22	-1	-4	1	-2
O=C(NC1CCCc2c1cnn2-c1cc(F)cc(F)c1)c1cc[n+]([O-])cc1 (stereo not given)	12	5	13	13	-7	-19	-4	6	-19	1	-12
COc1ccc(CCNC(=O)Cc2cc(OC)c(OC)cc2[N+](=O)[O-])cc1OC	24	6	5	12	-12	-7	-4	12	7	1	-1
CCOc1cc(Cl)c(CNCCCN2CCOCC2)cc1OC	9	0	5	9	3	-2	-1	-8	13	2	1
Cn1cccc1C1CCCN1CC(=O)Nc1ccc(F)c(F)c1F (stereo not given)	4	-4	4	1	10	-22	-1	10	26	.	-2
CC1CCN(C(=O)c2[nH]cnc2C(=O)Nc2ccon2)CC1	4	-9	-8	20	11	13	14	-6	-7	0	-1
CC(C)(C)c1ccc(S(=O)(=O)N2CCN(C(=O)C3=COCCO3)CC2)cc1	14	3	10	22	0	33	10	14	-6	-1	-4
Cc1c(Cl)cccc1NC(=O)Nc1ccn(C)n1	-32	-21	-58	-15	4	7	-4	13	0	-4	0
Cc1ccc(C)c(C(=O)OCC(=O)Nc2cccc(S(=O)(=O)N3CCCCC3)c2)c1	-4	17	22	56	48	9	-6	38	-3	5	15
CON(C)C(=O)CC(CN(Cc1ccccc1)C(=O)OC(C)(C)C)c1ccc(Cl)cc1 (stereo not given)	-4	-5	17	3	-3	28	-8	8	-22	.	4
O=C(NC(=S)N1CC=CCC1)c1ccccc1	-27	.	-3	4	-2	-40	-12	-14	8	.	0

Only part of the results is shown (hit frequency here may not be typical).
